VHR inh abs – blocks human VHR1 dual specificity phosphatase; P51452; recombinant VHR phosphatase, pNPP absorbance; inhibition, % at 13.3 µM; 0.52% of 290,000 active; AID 1654; in the data active means inhibition above about 50%; further: some compounds called inactive have numbers as strong as hits
Target sequence (P51452 whole entry, looked up): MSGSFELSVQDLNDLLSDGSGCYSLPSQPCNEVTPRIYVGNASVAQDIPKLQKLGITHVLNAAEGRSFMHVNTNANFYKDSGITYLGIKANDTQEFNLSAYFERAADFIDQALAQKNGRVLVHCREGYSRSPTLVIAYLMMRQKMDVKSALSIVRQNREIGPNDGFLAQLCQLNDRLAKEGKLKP
BH1578 lux ind – inducers of Vibrio cholerae quorum light production without autoinducers | V. cholerae BH1578 lux reporter, luminescence, 6 h | activation, % at 18.7 µM | 0.16% of 350,000 active | AID 588436; in the data active means activation mostly above about 9.7%, no sharp cut-off; further: not every result past the cut was called active; inactives centre near 0; reference of the scale not given here
TcdB inh – blocks C. difficile toxin B glycohydrolase activity; TcdB glycohydrolase enzymatic assay, plate reader; 0.24% of 350,000 active; inhibition, % at 9.99 µM; P18177; in the data active means inhibition above about 10%
SARS 3CLpro inh – SARS-CoV 3CLpro protease inhibition. 0.14% of 290,000 active. inhibition, % at 6 µM. recombinant SARS-CoV 3CLpro, quenched FRET peptide cleavage; in the data active means inhibition above about 12%
Rv3671c protease – inhibits the M. tuberculosis serine protease Rv3671c; P9WHR9; inhibition, % at 5.96 µM; 0.048% of 320,000 active; AID 2606; in the data active means inhibition above about 38%;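 further: extracellular domain of Rv3671c used as enzyme; 0% = enzyme with DMSO and 100% = no enzyme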
Target sequence (P9WHR9 whole entry, looked up, the tested form may be a part): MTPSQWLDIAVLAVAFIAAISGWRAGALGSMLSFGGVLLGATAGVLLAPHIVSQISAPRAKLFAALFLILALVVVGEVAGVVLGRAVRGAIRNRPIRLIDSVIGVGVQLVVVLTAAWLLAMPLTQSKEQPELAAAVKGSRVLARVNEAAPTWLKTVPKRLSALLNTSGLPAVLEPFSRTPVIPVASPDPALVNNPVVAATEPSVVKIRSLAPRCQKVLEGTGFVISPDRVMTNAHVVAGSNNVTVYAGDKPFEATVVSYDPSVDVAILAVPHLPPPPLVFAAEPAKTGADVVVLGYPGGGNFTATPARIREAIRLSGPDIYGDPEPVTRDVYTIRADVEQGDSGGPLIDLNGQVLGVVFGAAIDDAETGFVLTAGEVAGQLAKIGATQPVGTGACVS
MazEF act – MazEF (E. coli) toxin RNase activation; activation, % at 20 µM; P0AE70; FAM/BHQ RNA-DNA oligo cleavage fluorescence, 5 h; AID 504720; 0.32% of 350,000 active; in the data active means activation above about 50%
Target sequence (P0AE70 whole entry, looked up): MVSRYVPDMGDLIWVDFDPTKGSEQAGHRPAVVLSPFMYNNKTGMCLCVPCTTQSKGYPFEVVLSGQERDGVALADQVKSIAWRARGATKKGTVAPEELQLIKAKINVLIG
SSB-PriA inh – K. pneumoniae PriA-SSBct interaction inhibition; AID 1272365; inhibition, % at 33 µM; 0.6% of 430,000 active; AlphaScreen SSBct-PriA binding, biotinylated peptide; in the data active means inhibition mostly above about 37%, no sharp cut-off; inactive means mostly below about 20%;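 further: plate controls were negative control peptide for no effect and reference peptide for full effect; strong numbers were not always called active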
Yp Topo-I inh – Y. pestis Topo-I inhibition via cleavage products. Y. pestis Topo-I cleavage product accumulation, plate reader. activity, % at 10 µM. 0.064% of 360,000 active; in the data active means activity above about 50%, passing the limit was not always enough; further: inactives centre near 2
Anthrax LF prot – anthrax lethal factor protease inhibition; P15917; multiplex microsphere protease cleavage assay, LF; inhibition, % at 10 µM; 0.12% of 360,000 active; AID 588501; in the data active means inhibition above about 30%; further: plate controls were buffer without enzyme for full effect and enzyme alone for no effect
PfHsp40 rescue – restores yeast growth despite PfHsp40 toxicity. growth rescue, % at 12.5 µM. AID 504582. S. cerevisiae expressing PfHsp40, growth rescue, ATP luminescence. 0.68% of 340,000 active; in the data active means growth rescue above about 28%, passing the limit was not always enough;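 further: yeast W303a lacking pdr1 and pdr3 grown in galactose medium; growth measured after three days at 30 °C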
Active calls of the source: *; i = inactive; . = not tested or not shown.

No.	molecule	SSB-PriA inh	Anthrax LF prot	MazEF act	BH1578 lux ind	SARS 3CLpro inh	PfHsp40 rescue	VHR inh abs	TcdB inh	Rv3671c protease	Yp Topo-I inh
1	CC(C)N1CCN(C(=O)c2cccc(Cl)c2)CC1	-2	-5	4	-0.2	-1	-0.1	11	0.3	-2	5
2	C=C1CSc2nc(=O)c3c4c(sc3n21)CCCC4	-7	1	1	i	2	0.1	11	.	-10	0
3	CCCCn1c(N)c(N(CC(C)C)C(=O)c2ccc(OCc3c(C)noc3C)cc2)c(=O)[nH]c1=O	5	.	1	i	.	0.0	.	-1.1	-1	5
4	NC(=O)c1ccc(NC(=O)COC(=O)C2(c3ccccc3F)CCCC2)cc1	-12	2	-1	-0.3	-2	0.0	26	0.9	2	-10
5	O=C1CC(c2ccccc2)CC(O)=C1C=NCCCN1CCOCC1 (stereo not drawn)	-17	1	-1	i	5	-0.1	9	.	-1	1
6	O=C(NCCN1CCOCC1)c1cccnc1SCc1ccccc1Cl	-18	-2	-7	i	-7	-0.2	-25	2.2	3	-11
7	Cc1nn(CC2CC2)c(=O)n1-c1ccc(F)cc1	-6	-2	-1	-3.3	-2	-1.8	19	0.9	-1	1
8	CC(=O)Nc1ccc(N/C=C2/CCCC2=O)cc1	-5	-8	5	-0.6	2	-0.4	-2	-1.0	1	1
9	O=C(CSc1nc(-c2cccs2)cc(C(F)(F)F)n1)Nc1cc(OCC(F)(F)F)cc([N+](=O)[O-])c1	-13	-1	11	-0.3	-4	0.1	-8	-0.1	-12	-9
10	Cc1cc(C(=O)N/N=C/c2cc(Cl)cc([N+](=O)[O-])c2O)n[nH]1	.	-1	7	-3.7	1	-0.3	8	1.1	24	5
11	O=C(CCN1C(=O)/C(=C\c2ccccc2)SC1=S)N1CCCCC1	8	-9	-3	-0.2	-1	-1.8	41	2.0	-13	4
12	O=C(Nc1ccc(Cl)cc1)Nc1ccc(N2CCC(C(F)(F)F)CC2)nc1	6	-7	-6	i	0	-1.4	22	-1.4	-1	-8
13	O=C(COC(=O)c1ccco1)NCC1CCCCC1	0	-1	-4	i	.	-0.1	.	0.1	.	8
14	O=C(OCc1nc2ccccc2s1)[C@@H]1CCCN1S(=O)(=O)c1ccccc1F	.	2	.	3.8	1	-0.7	-6	.	-10	24
15	Cc1occc1C(=O)Nc1cccc(C(=O)NCc2ccccc2)c1	-12	-2	8	1.8	4	-1.1	-8	.	-29	0

Some entries already given, reduced to TcdB inh, Anthrax LF prot and SSB-PriA inh.
| # | SMILES | TcdB inh | Anthrax LF prot | SSB-PriA inh |
| --- | --- | --- | --- | --- |
| 12 | O=C(Nc1ccc(Cl)cc1)Nc1ccc(N2CCC(C(F)(F)F)CC2)nc1 | -1.4 | -7 | 6 |
| 13 | O=C(COC(=O)c1ccco1)NCC1CCCCC1 | 0.1 | -1 | 0 |
| 14 | O=C(OCc1nc2ccccc2s1)[C@@H]1CCCN1S(=O)(=O)c1ccccc1F | . | 2 | . |
| 15 | Cc1occc1C(=O)Nc1cccc(C(=O)NCc2ccccc2)c1 | . | -2 | -12 |

Among those listed so far, these have fluorine.
No.	molecule	SSB-PriA inh	Anthrax LF prot	MazEF act	BH1578 lux ind	SARS 3CLpro inh	PfHsp40 rescue	VHR inh abs	TcdB inh	Rv3671c protease	Yp Topo-I inh
4	NC(=O)c1ccc(NC(=O)COC(=O)C2(c3ccccc3F)CCCC2)cc1	-12	2	-1	-0.3	-2	0.0	26	0.9	2	-10
7	Cc1nn(CC2CC2)c(=O)n1-c1ccc(F)cc1	-6	-2	-1	-3.3	-2	-1.8	19	0.9	-1	1
9	O=C(CSc1nc(-c2cccs2)cc(C(F)(F)F)n1)Nc1cc(OCC(F)(F)F)cc([N+](=O)[O-])c1	-13	-1	11	-0.3	-4	0.1	-8	-0.1	-12	-9
12	O=C(Nc1ccc(Cl)cc1)Nc1ccc(N2CCC(C(F)(F)F)CC2)nc1	6	-7	-6	i	0	-1.4	22	-1.4	-1	-8
14	O=C(OCc1nc2ccccc2s1)[C@@H]1CCCN1S(=O)(=O)c1ccccc1F	.	2	.	3.8	1	-0.7	-6	.	-10	24

(continued)
No.	molecule	SSB-PriA inh	Anthrax LF prot	MazEF act	BH1578 lux ind	SARS 3CLpro inh	PfHsp40 rescue	VHR inh abs	TcdB inh	Rv3671c protease	Yp Topo-I inh
16	Cc1ccc(/C(O)=C/c2nc3cc(C)ccc3oc2=O)cc1	-7	6	-24	-1.3	7	.	10	0.2	7	8
17	COc1cc2c(cc1OC)-c1nnc(-c3cccs3)n1C1(CCCC1)C2	-1	3	3	-0.4	3	-0.2	28	.	-2	-3
18	O=[N+]([O-])c1ccc(O)c(/C=N/n2c(-c3ccccc3)n[nH]c2=S)c1	.	11	3	i	-2	0.8	10	1.5	3	3
19	COc1cc(/C=C/C(=O)OC(C)C(=O)Nc2c(C)n(C)n(-c3ccccc3)c2=O)ccc1O (stereo not drawn)	-7	-3	4	i	.	-2.7	.	-0.4	4	8
20	CC(C)Cc1cc(C(=O)Nc2ccc(Br)cc2)no1	-6	-2	3	4.0	3	0.6	4	-0.3	0	5
21	Cc1nn(-c2ccc(Cl)nn2)c(=O)c2ccccc12	-6	-1	-10	-0.4	0	-0.7	13	1.2	-7	-7
22	CCCCCc1cc(=O)oc2c(C(CCN3CCCCC3)c3ccc(OC)cc3)c(OC)cc(OC)c12 (stereo not drawn)	12	3	-17	-0.8	.	0.1	19	2.4	-11	-12
23	CCCS(=O)(=O)NC(=O)C1(C)CCN(C(=O)c2cc(-c3cccs3)oc2C)C1 (stereo not drawn)	.	-6	.	i	.	.	.	-1.2	.	6
24	O=c1c2ccccc2nc(-c2ccccc2Cl)n1O	-9	1	8	-0.4	-3	1.2	13	1.3	3	14
25	CC1(C)Nc2ccc(O)cc2-c2c1ssc2=S	56	-3	0	25	1	-0.6	9	.	0	-21
26	O=C(CCCN1C(=O)c2ccccc2C1=O)NC1CCCCCC1	-8	-1	9	-2.2	5	2.0	24	.	3	-2
27	CCOC(=O)C1CCN(C(=O)C2CCN(S(=O)(=O)c3c(C)noc3C)CC2)CC1	-20	5	3	4.4	-7	0.3	16	.	2	-1
28	COc1ccc(C(=O)N2[C@@H](C(C)C)COc3cc(Br)ccc3S2(=O)=O)cc1	-10	-3	0	-0.4	.	1.2	.	-0.2	.	22
29	NNC(=O)C(=O)Nc1ccc(O)cc1	-11	1	-8	-0.5	-3	-0.2	-30	9.9	-7	-6
30	COc1cccc(/C=C/C(=O)N2CC(C)OC(C)C2)c1OC (stereo not drawn)	-2	-5	13	i	1	1.2	34	1.1	2	-4
31	CCOc1ccc(Br)cc1S(=O)(=O)NC1=NCCCCC1	-18	0	14	i	.	-1.3	.	1.0	2	7
32	CC(=O)c1ccc(N2CCN(C(=O)CCC(=O)c3cccs3)CC2)cc1	0	8	-6	-0.4	6	0.6	26	-0.1	2	-14
33	Cc1ccc(/C=C/C(=O)OC(C)C(=O)Nc2ncc(Cl)cc2Cl)o1 (stereo not drawn)	-4	0	-4	i	0	-0.1	5	.	3	-2
34	COc1ccc(CCNS(=O)(=O)c2cc3c4c(c2)C(C)C(=O)N4CCC3)cc1OC (stereo not drawn)	-5	-2	9	-2.9	0	-0.3	-20	0.5	3	6
35	COc1ccc(Sc2nc(-c3ccccc3)ncc2OC)cc1	0	-2	0	-0.4	-2	-1.5	17	1.1	-1	10
36	Cc1ccc(CNC(=O)C2CC3Cn4c(nc5ccccc54)C3N2C)o1 (stereo not drawn)	-3	6	-6	-0.6	.	-0.4	.	0.6	-2	10
37	O=C(CNC(=O)c1ccccc1F)NCCN1C(=O)S/C(=C\c2ccccc2Cl)C1=O	2	-3	7	-4.5	-4	1.2	10	-0.9	6	30
38	CCOc1cc(OCC)cc(C(=O)NCc2ccco2)c1	-7	6	-3	-0.3	0	4.6	1	0.0	1	1
39	O=c1cc(-c2ccncc2)oc2ccccc12	3	4	4	i	-6	-1.1	28	.	4	0
40	CN(Cc1cccc(F)c1)C(=O)c1ccc2c(=O)n3c(nc2c1)CCC3	-5	4	1	-0.5	-1	-0.1	32	-0.3	-11	1
41	CN(CC(=O)Nc1cccc(F)c1)C(=O)CSc1ccccc1F	-1	2	1	i	2	-0.6	-14	1.2	-6	-7
42	COc1cccc(NC(=O)C(Sc2nnc(Nc3ccccc3C)s2)c2ccccc2)c1 (stereo not drawn)	-13	-2	6	-0.6	7	10	11	2.4	-134	-9
43	O=C(Nc1cccc2ncccc12)c1ccc(Cl)cc1	48*	-4	110*	0.7	5	-0.2	-8	-0.6	-6	3
44	CC1=Nc2ccccc2N=C(N)C1c1ccccc1 (stereo not drawn)	0	-3	-8	i	4	0.0	36	0.8	-1	-9
45	O=C1CCCN1CCCNS(=O)(=O)c1ccc(Br)cc1	-7	-1	3	-0.4	1	1.2	22	-1.4	6	-12

Down the list, from the results shown:
Entries 32 to 35 in MazEF act read -6, -4, 9, 0

Later entries:
No.	molecule	SSB-PriA inh	Anthrax LF prot	MazEF act	BH1578 lux ind	SARS 3CLpro inh	PfHsp40 rescue	VHR inh abs	TcdB inh	Rv3671c protease	Yp Topo-I inh
46	CCc1ccc(NC(=O)C2C3/C=C\CCCCC32)cc1 (stereo not drawn)	8	-4	-7	i	0	1.3	-1	.	1	-1
47	COc1ccc(-c2csc(NC(=S)NC(=O)c3cccs3)n2)cc1OC	24	-6	5	-0.3	4	0.9	10	0.3	.	-13
48	O=C(O)C1CCC(Cn2c(SCc3cc(=O)n4ccccc4n3)nc3ccsc3c2=O)CC1 (stereo not drawn)	-7	-8	-7	-0.5	3	0.5	-1	0.0	3	8
49	Cn1c(=O)cc(OCC(=O)NCCCN2CCN(c3cccc(Cl)c3)CC2)c2ccccc21	11	-4	-1	-0.2	-3	1.2	25	1.1	5	34
50	Brc1ccc(-n2cnc(-c3ccccc3)c2)cc1	-14	9	5	i	-3	0.9	57*	1.4	-6	26
51	CCOC(=O)c1c(NS(C)(=O)=O)sc2c1CCC(C)C2 (stereo not drawn)	-6	0	8	-3.0	2	-1.6	18	.	-4	-3

High-throughput results: PubChem BioAssay, several laboratories

These rows are one share of the data (hit frequency here may not be typical).
